# Source: PubChem
# FN deposit inh: fibronectin deposition inhibition; AH1F fibroblasts, Alexa488-fibronectin deposition fluorescence, overnight; inhibition, % at 12.6 µM; hit rate 0.086% among 350,000; AID 743247;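 active means mean inhibition across replicates of 30% or more, regardless of how many single replicates reach that level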;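 further: positive control wells lacked labelled fibronectin entirely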
#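 Schedule: 1 h cell adhesion before compound, then overnight fibronectin incubation; test system: AH1F fibroblast monolayer depositing Alexa488-labelled fibronectin into matrix; quantity: 10000 AH1F cells per well; probe or stimulus: fluorescent fibronectin at 24 nM final; signal: fluorescence, ex 485 nm, em 525 nm; evaluation: percent inhibition as loss of matrix-bound fibronectin fluorescence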
# CASP6 VEID inh: caspase-6 (human) enzyme inhibition; P55212; purified caspase-6, Z-VEID-R110 cleavage fluorescence; inhibition, % at 12.5 µM; hit rate 0.53% among 350,000; AID 686996;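 active means mean inhibition across replicates at least about 35%, with every replicate also reaching that limit, limit read from the data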;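 further: 0% = median of neutral control wells and 100% = no fluorescence left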
# Target sequence (P55212 24-179 limits assumed): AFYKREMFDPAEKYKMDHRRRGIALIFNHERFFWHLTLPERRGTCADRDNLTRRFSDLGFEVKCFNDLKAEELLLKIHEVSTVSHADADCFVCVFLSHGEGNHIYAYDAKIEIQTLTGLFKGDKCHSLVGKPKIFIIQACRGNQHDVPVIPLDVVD
# Target sequence (P55212 194-293 limits assumed): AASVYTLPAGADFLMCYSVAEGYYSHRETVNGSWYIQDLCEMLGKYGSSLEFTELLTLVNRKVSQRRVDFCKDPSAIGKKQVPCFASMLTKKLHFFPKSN
# PAX8 inh HTS: PAX8 transcriptional activity inhibition; RMG-I TPO-luciferase reporter, SteadyGlo, 24 h; inhibition, % at 12.6 µM; hit rate 1.2% among 360,000;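 active means mean replicate inhibition at least 60% with every replicate also reaching 60%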;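 further: luciferase light reporting Pax8 driven TPO promoter activity; plate controls were median of neutral control wells for no effect and mitoxantrone controls for full effect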
# EWS-Fli inh: inhibitors of EWS/Fli oncoprotein transcriptional activity; A673 NR0B1-luciferase reporter, viability-normalised; inhibition, % at 12.6 µM; hit rate 0.67% among 350,000; AID 651661;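 active means mean inhibition of at least 50% after viability correction, with every replicate also passing that limit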;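 further: firefly luciferase signal divided by Alamar Blue viability fluorescence both relative to DMSO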
# LGR2 antag: Drosophila LGR2 receptor signaling inhibition. HEK293 LGR2, CRE-luciferase, bursicon-stimulated, 4 h. inhibition, % at 9.99 µM. hit rate 0.35% among 380,000;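 active means drop in luminescence signal, shown as inhibition above about 50% in the replicate tests, limit read from the data, passing the limit was not always enough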;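 further: agonist challenge used bursicon conditioned medium at about half maximal strength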
# miR-122 sensor: miR-122 inhibition in Huh7 cells; Huh7 miR-122 Renilla luciferase sensor, 48 h; neutral wells = 0, positive control = 100; activation (reporter increase), % at 12.5 µM; hit rate 0.3% among 340,000;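 active means mean replicate activation score at least 90 and every replicate individually at or above 90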;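 further: higher luciferase means less miR-122 activity so hits act as miR-122 inhibitors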
# PGC1a acetyl inh: lowers PGC1a acetylation signal in U2OS cells | hit rate 0.17% among 350,000 | AlphaScreen anti-acetyl-lysine; with virally co-expressed GCN5 acetyltransferase | AID 651687 | inhibition, % at 15.6 µM;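 active means every replicate shows inhibition of at least 40%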;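 further: 0% = neutral control wells and 100% = positive control wells; some results beyond the cut were filed as inactive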
# Cneo AK release: causes C. neoformans cell lysis; hit rate 0.2% among 360,000; adenylate kinase release luminescence, 4 h; normalised: neutral wells 0, clomiphene wells 100; lysis activity, % at 15 µM; AID 651654;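 active means mean lysis activity across replicates of at least 80%, whatever share of replicates individually reach that level; inactive means mean lysis activity below 80%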
#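 Material – log-phase Cryptococcus neoformans yeast cells · Input – 5 × 10^6 yeast cells/mL · Medium – fresh YPD growth medium · Doses – single compound concentration per well · Timing – static 4 h at 37 °C with compound, 1 h detection · Detection – adenylate kinase release luminescence · Read-out – signal increase indicating cell lysis · Control set – Clomiphene as positive lysis control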
# The depositor's hits bear a star; . = not tested or not shown; [ ] = remark or other dose.
structure	PGC1a acetyl inh	PAX8 inh HTS	CASP6 VEID inh	Cneo AK release	LGR2 antag	miR-122 sensor	FN deposit inh	EWS-Fli inh
CCNC(=O)C[C@H]1CC[C@@H]2[C@H](COc3ccc(NC(=O)Nc4ccc(F)cc4)cc3C(=O)N2C)O1	3	12	-2	1	-10	-8[16.7 µM]	-2	-6
N#C[C@H]1[C@@H](c2ccc(C#Cc3ccccc3F)cc2)[C@H](CO)N1C(=O)C1CCCC1	-29	.	-3	.	5	.	-4	32
Cc1cc(NC(=O)CSc2nnc3ccccn23)no1	.	-4	-2	.	-22	.	-25	-3
COc1cccc(CNC(=O)C[C@H]2C=C[C@@H](NC(C)=O)[C@H](CO)O2)c1	-2	0	1	0	11	.	5	1
O=C(C[C@@H]1CC[C@H]2NC[C@@H](O)COC[C@@H]2O1)NCCc1ccccc1	2	21	0	-1	-2	12[16.7 µM]	1	12
O=[N+]([O-])c1cccc(/C=N/N2CCN(c3ccccn3)CC2)c1	.	-45	-3	.	-5	.	3	-62
COc1cc(C(C)=O)ccc1OCC(=O)OCCCOC(=O)COc1ccc(C(C)=O)cc1OC	.	-8	1	2	13	.	-1	0
CSc1ccccc1N=CC1=C(O)CC(C)(C)CC1=O	1	.	2	-1	-5	-3	.	13
N#CC1(NC(=O)COC(=O)CNC(=O)c2sc3ccccc3c2Cl)CCCCC1	-2	13	0	-1	10	-8	-3	6
Cc1csc(NC(=O)CSc2nnc3c4ccccc4nc(C(C)(C)C)n23)n1	-24	.	0	2	0	28	.	.
CN1C(=O)[C@H]2[C@@H](c3ccc(C(F)(F)F)cc3)N[C@]3(CCCN(Cc4ccc(C(F)(F)F)cc4)C3=O)[C@H]2C1=O	11	2	12	0	9	-1	-9	4
CC(C)(O)C#Cc1ccc(CN2CCN(CCc3ccccc3)C(CCO)C2)s1 (stereo unspecified)	.	16	1	.	-8	.	-19	6
C[C@H]1CN([C@@H](C)CO)C(=O)c2cc(C#CCN(C)C)cnc2O[C@H]1CN(C)S(=O)(=O)c1cn(C)cn1	.	.	2	0	-1	-2[16.7 µM]	.	5
CCC(Cc1ccccc1)NS(=O)(=O)c1csc(C(N)=O)c1 (stereo unspecified)	3	-16	-3	-5	-2	.	7	-7
Cc1cc(C)n(-c2nc(NCCN(C)C)c3c4c(sc3n2)CCCC4)n1	.	97*	0	.	47	.	29	19
C[C@@H]1CCCCO[C@H](CN(C)C(=O)NC2CCCCC2)[C@H](C)CN([C@H](C)CO)C(=O)c2cc(NS(=O)(=O)c3cn(C)cn3)ccc2O1	.	-13	1	-1	-5	2[16.7 µM]	.	4
COC(=O)CCSCC(=O)Nc1ccc(S(=O)(=O)N2CCOCC2)cc1OC	6	8	-6	0	0	2	-1	5
O=C1C=C(c2cc3ccccc3s2)CCC1	-58	-163	.	0	-52	-9	-7	-103
CCOC(=O)C1CCN(C(=O)c2ccc(SC)cc2OC)CC1	31	-7	.	1	.	-2	-1	.
CCOP(=O)(OCC)C(NC(=O)Nc1cccc(Cl)c1)c1ccccc1 (stereo unspecified)	13	4	-2	-2	-4	-1	2	-2
CCCCCCCNC(=O)C1(CC2CC(c3ccc(Cl)cc3)=NO2)CCN(C(=O)OC(C)(C)C)CC1 (stereo unspecified)	-8	13	-2	-1	0	4	-2	2
CCOC(=O)[C@]12CCCC=C1N(Cc1ccc3c(c1)OCO3)C(=O)[C@H](CC(=O)NCCCOC)C2	.	-19	2	.	14	.	-5	-2
CC1(C(=O)NS(=O)(=O)c2ccccc2Cl)CCN1C(=O)CC(c1ccccc1)c1ccccc1 (stereo unspecified)	2	1	1	1	-14	-4	.	-6
CCCC(=O)Nc1ccccc1NC(=O)CN(C)S(=O)(=O)c1ccc(C)cc1	-5	-5	.	0	.	-1	-4	.
Cc1ccc(-n2c(SCC(=O)NCC3CCCO3)nc3ccccc3c2=O)cc1C (stereo unspecified)	.	17	1	.	-5	.	2	3
Cc1ccc(-c2c[n+](CC(=O)Nc3nc(-c4ccccc4)cs3)c3n2CCC3)cc1	.	39	9	.	0	.	-10	4
Cc1noc(C)c1S(=O)(=O)Nc1ccc2c(c1)CC(=O)N([C@@H](C)CO)C[C@H](C)[C@H](CN(C)S(=O)(=O)c1ccc(Cl)cc1)O2	10	-12	-3	-4	9	-1[16.7 µM]	-7	1
C[C@@H]1CN([C@H](C)CO)C(=O)c2cc(NC(=O)c3ccncc3)ccc2O[C@@H](C)CCCCO[C@@H]1CN(C)C(=O)c1ccccc1	2	1	2	-3	0	0[16.7 µM]	.	-3
CC=Cc1ccc2n(c1=O)C[C@H]1[C@H](CO)[C@@H](C(=O)N[C@@H](C)c3ccccc3)[C@@H]2N1Cc1ccccc1 (mixture of isomers)	-5	9	1	.	8	.	.	.
C/C=C/c1ccc([C@@H]2[C@H](CO)N(C(C)=O)C23CN(C(=O)c2ccncc2)C3)cc1	14	2	0	.	-2	.	.	1
CCOc1ccc(S(=O)(=O)NCC2CCCO2)cc1 (stereo unspecified)	-8	.	.	4	0	11	3	.
c1ccc(CSc2nnc(Cc3ccccn3)o2)cc1	.	65*	.	-1	.	13	5	.
C[C@@H]1CCCCO[C@@H](CN(C)C(=O)c2ccncc2)[C@H](C)CN([C@@H](C)CO)C(=O)c2cc(NC(=O)c3ccncc3)ccc2O1	8	4	3	2	5	-6[16.7 µM]	9	.
CCc1ccc(C(=O)NC(C(=O)O)C(C)C)cc1 (stereo unspecified)	4	-9	.	-3	.	3	.	.
Cc1cc2c(cc1S(=O)(=O)NCc1ccccc1Cl)OCCN2C	0	6	-3	-4	-6	-17	2	3
Cc1ccc(-c2ccc3c(c2)O[C@@H](CN(C)Cc2ccc(C(=O)O)cc2)[C@@H](C)CN([C@@H](C)CO)S3(=O)=O)cc1	15	.	-2	9	-12	-7[16.7 µM]	.	9
Cc1ccc(-c2noc(-c3ccccc3C(=O)N3CCN(C)CC3)n2)cc1	-7	.	.	0	-35	0	.	.
C[C@@H](O)C#Cc1cnc2c(c1)C(=O)N([C@@H](C)CO)C[C@H](C)[C@H](CN(C)Cc1ccccn1)O2	20	.	4	-2	4	-3[16.7 µM]	.	-7
C[C@@H]1CCCCO[C@@H](CN(C)C(=O)c2ccncc2)[C@H](C)CN([C@@H](C)CO)C(=O)c2cc(NS(=O)(=O)c3ccc(F)cc3)ccc2O1	-2	21	-3	-1	1	-4[16.7 µM]	-9	1
COC(=O)CCC(=O)OC	10	.	-2	0	-18	5	.	-2
COC(=O)[C@H](N[C@H](/C=C/c1ccccc1)[C@@H](O)Cc1ccccc1)c1ccccc1	.	-12	1	.	16	.	-6	-7
CCCCN1CNC(=S)N(c2cc(C)ccc2C)C1	-3	.	.	1	.	1	4	.
C[C@H](CO)N1C[C@H](C)[C@H](CN(C)C(=O)Nc2cc(F)ccc2F)Oc2ncc(C#CCN(C)C)cc2C1=O	7	.	-2	56	-9	-6[16.7 µM]	-16	0
O=S(=O)(N[C@H](CO)Cc1ccccc1)c1ccc(Br)cc1F	-3	-10	2	-3	1	12	6	-6
COc1cc(NS(=O)(=O)c2ccc(C)cc2)ccc1-n1cnnn1	.	.	.	4	-1	77	4	.

# Of the compounds above, two contain a COOH group:
structure	PGC1a acetyl inh	PAX8 inh HTS	CASP6 VEID inh	Cneo AK release	LGR2 antag	miR-122 sensor	FN deposit inh	EWS-Fli inh
CCc1ccc(C(=O)NC(C(=O)O)C(C)C)cc1 (stereo unspecified)	4	-9	.	-3	.	3	.	.
Cc1ccc(-c2ccc3c(c2)O[C@@H](CN(C)Cc2ccc(C(=O)O)cc2)[C@@H](C)CN([C@@H](C)CO)S3(=O)=O)cc1	15	.	-2	9	-12	-7[16.7 µM]	.	9

# An excerpt from above, showing only miR-122 sensor and CASP6 VEID inh.
canonical_smiles	miR-122 sensor	CASP6 VEID inh
Cc1cc2c(cc1S(=O)(=O)NCc1ccccc1Cl)OCCN2C	-17	-3
Cc1ccc(-c2ccc3c(c2)O[C@@H](CN(C)Cc2ccc(C(=O)O)cc2)[C@@H](C)CN([C@@H](C)CO)S3(=O)=O)cc1	-7[16.7 µM]	-2

# Going on with the list:
structure	PGC1a acetyl inh	PAX8 inh HTS	CASP6 VEID inh	Cneo AK release	LGR2 antag	miR-122 sensor	FN deposit inh	EWS-Fli inh
COC(=O)c1cnc2c(c(C)nn2C)c1OC	-2	2	-1	2	1	-1	7	5
Cc1ccnc(NC(=O)CCC(=O)N(CC(=O)NC(C)(C)C)c2ccc3c(c2)OCCO3)c1	-1	2	2	.	9	3	-24	4
O=C(NC(=S)N1CCCCC1c1cccnc1)c1ccc(Br)cc1 (stereo unspecified)	-4	2	-8	3	13	-2	2	.
Cc1noc(C)c1S(=O)(=O)Nc1cccc(CO)c1	.	11	1	1	18	1	2	9
C=CCN=C1CCCc2c1[nH]c1ccc(C)cc21	-6	2	4	3	-31	-1	-4	-21
O=C(Nc1ccccc1)Nc1ccc(Cl)c([N+](=O)[O-])c1	.	-15	-1	.	-14	.	-7	-22
CCOC(=O)c1ccc(NC(=O)c2cc3c(C)nn(-c4ccccc4Cl)c3s2)s1	.	13	-1	.	.	.	6	6
OC(COc1ccc(F)cc1)CN1CCN(CC(O)COc2ccc(F)cc2)CC1 (stereo unspecified)	1	9	-1	4	7	-4	-9	11
CCn1c(=O)c(=O)[nH]c2cc(C(=O)NCc3ccc(F)cc3)ccc21	-8	-23	-3	-5	9	-6	0	-7
Cc1ccc(C(=O)CSC2=NC(N)=C(C#N)C3(CCCCC3)C2C(N)=O)cc1 (stereo unspecified)	7	4	.	-2	.	16	-28	.
O=C(CCSc1ccc(F)cc1)Nc1ccc(-n2cnnn2)cc1	3	7	.	1	.	-5	-5	.
Cc1ccc(S(=O)(=O)Nc2ccc3c(c2)C(=O)N([C@@H](C)CO)C[C@H](C)[C@@H](CN(C)C(=O)CCCN(C)C)OCCCC[C@H](C)O3)cc1	11	0	-5	-1	8	-1[16.7 µM]	1	-5
O=C(CCCN1C(=O)c2ccccc2C1=O)Nc1ccccc1	.	0	4	.	11	.	-7	6
C[C@@H]1CN([C@H](C)CO)S(=O)(=O)c2ccc(C#Cc3ccc(F)cc3)cc2O[C@@H]1CN(C)C(=O)NC1CCCCC1	0	58	-2	-5	22	-1[16.7 µM]	5	11
CCCNc1ccc(S(=O)(=O)N(C(C)C)C(C)C)cn1	5	-3	.	4	-12	2	-6	.
NC1=NC(=O)/C(=C/c2ccsc2)S1	15	-6	.	-2	1	-6	0	-9
O=C(Cc1ccc([N+](=O)[O-])cc1)Oc1ccccc1	2	8	1	1	.	.	-15	-8
COc1ccc(-c2ccc([C@@H]3[C@H](CO)N4CCCCN(C(=O)c5ccc6c(c5)OCO6)C[C@@H]34)cc2)cc1	-6	-3	0	-2	21	0[16.7 µM]	.	7
COc1ccc(/C=C2\Oc3cc(OCC(=O)N4CC(O)C[C@H]4C(=O)O)ccc3C2=O)c(OC)c1OC (stereo partly specified)	5	.	-5	-2	1	1	.	30
NC(=O)CC(NC(=O)Cc1ccc(Br)cc1)c1ccc(N2CCC(N3CCCCC3)CC2)c([N+](=O)[O-])c1 (stereo unspecified)	.	-2	-9	0	-11	.	27	-4
Cc1ccc(Nc2cc(=O)[nH]c(=O)[nH]2)cc1C	9	16	3	-2	7	-20	-1	11
CC(C)CCn1c(=O)c2c(nc3n2CCCN3Cc2ccccc2)n(C)c1=O	3	35	3	-2	0	-5	0	17
